Source: PubChem BioAssay
SMN2 splice up: enhancers of SMN2 splice variant expression. HEK293 SMN2-luciferase splicing reporter, luminescence, 30-36 h. Potency, µM (highest dose often 46.1 µM), inactives show at the highest dose activity change, positive = activation, usual class: activators. 210,000 compounds, 2.8% hits. AID 1458; also: % of control where 0% means no effect; nearly all actives have a fitted effect of over 55% in size
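qHTS luciferase splicing reporter: luminescence rises when SMN2 exon 7 is included in transfected HEK293 cells. Compound exposure lasted 30-36 h at 37C, with 4.5 mM final sodium butyrate as control, followed by a ONE-Glo read.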
ALDH1A1 block: inhibitors of human aldehyde dehydrogenase 1A1; Purified ALDH1A1, NADH fluorescence, propionaldehyde substrate; Potency, µM (doses to about 75.3 µM), inactives show top-dose activity, negative = inhibition, usual class: inhibitors; 220,000 compounds, 7.3% hits; AID 1030; active = well fitted inhibition curve with a large enough effect, not every such curve was filed as active; inconclusive = small, poorly fitted or top-dose-only effect, or another doubt; inactive = no such curve, though single readings can be large or run the other way;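 also: plate controls were no enzyme wells and a reference inhibitor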
GLA spleen mod: inhibits or activates alpha-galactosidase in human spleen homogenate; P06280; human spleen homogenate, 4MU-alpha-Gal fluorescence, 40 min; Potency, µM (series often up to 80 µM), for the others: at the top dose activity change, negative = inhibition, usual class: inhibitors; 240,000 compounds, 0.008% hits;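 also: 0% = enzyme with vehicle and -100% = no enzyme basal signal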
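qHTS titration in buffer at pH 5.0. Alpha-galactosidase activity in spleen homogenate was measured via 4-methylumbelliferone release from 1 mM fluorogenic substrate after 40 min at 37C and a pH 10 stop. AC50 came from Hill fits of control-normalized data.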
aGlu spleen mod: inhibits or activates alpha-glucosidase in human spleen homogenate. P10253. human spleen homogenate, 4-MU-alpha-glucoside fluorescence. Potency, µM (titrated, usually from 79.9 µM), without a hit: top-dose activity change, negative = inhibition, usual class: inhibitors. 240,000 compounds, 0.006% hits;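 also: 0% = enzyme with vehicle and -100% = no enzyme basal signal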
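Human spleen homogenate (1 ug) with 4-methylumbelliferyl-alpha-D-glucopyranoside (1 mM final) in 50 mM citrate/phosphate pH 5.0, 0.01% Tween-20; 40 min at 37 C. Stopped at pH 10; 4-MU fluorescence Ex 365/Em 440 nm; AC50 by Hill fit.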
GoLoco inh red: inhibitors of human Gai1-RGS12 GoLoco interaction (red fluorophore); Potency, µM (doses to about 61.6 µM), inactives show at the top dose activity, negative = inhibition, hits mostly inhibitors; Gai1:RGS12 GoLoco peptide FP, rhodamine, 10 min; 230,000 compounds, 0.44% hits; active = well fitted inhibition curve with a large enough effect, not every such curve was filed as active; inactive = no such curve, though single readings can be large or run the other way; also: % is scaled to controls: 0 for no effect and ±100 for the full control effect; nearly all actives have a fitted effect of over 30% in size; many of its hits are not listed in these tables
Target sequence (P63096 whole entry, looked up): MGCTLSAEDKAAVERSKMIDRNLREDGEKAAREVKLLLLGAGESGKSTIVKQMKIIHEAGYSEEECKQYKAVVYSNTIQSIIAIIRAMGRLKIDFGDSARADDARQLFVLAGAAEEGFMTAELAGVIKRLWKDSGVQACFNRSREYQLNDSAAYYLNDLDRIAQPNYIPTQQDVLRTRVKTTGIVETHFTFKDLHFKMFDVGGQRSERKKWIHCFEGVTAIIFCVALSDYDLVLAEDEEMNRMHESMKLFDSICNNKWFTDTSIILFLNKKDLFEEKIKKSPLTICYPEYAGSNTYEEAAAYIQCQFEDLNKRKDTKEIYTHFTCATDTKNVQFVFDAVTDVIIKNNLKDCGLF
GAA glycogen mod: alters human alpha-glucosidase cleavage of glycogen; recombinant GAA, glycogen substrate, Amplex Red glucose oxidase fluorescence; AID 2100; 300,000 compounds, 0.38% hits; Potency, µM (series often up to 76.4 µM), for inactives: top-dose activity change, negative = inhibition, hits mostly inhibitors; P10253;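 also: 0% = full enzyme reaction and -100% = no-enzyme basal signal; the screen sought inhibitors and activators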
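Natural-substrate format: glycogen cleavage by 4 nM human enzyme, glucose read by Amplex Red coupling (Ex 573, Em 610 nm). Normalized to enzyme and no-enzyme controls.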
GAA inh: alpha-glucosidase (human) inhibition; Potency, µM (series often up to 76.9 µM), inactives show at the highest dose activity change, negative = inhibition, actives largely listed as inhibitors; 200,000 compounds, 0.005% hits; P10253; purified human GAA, 4-MU-alpha-glucoside fluorescence;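 also: plate controls were uninhibited enzyme wells for no effect and no-enzyme background for full effect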
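Human enzyme at 4 nM with 400 uM 4-methylumbelliferyl-alpha-D-pyranoside, citrate/phosphate buffer pH 5.0, 0.005% Tween-20, 20 min at room temperature. Compounds up to 77 uM. 4-MU fluorescence (Ex 365/Em 440) read after NaOH/glycine stop; AC50 from Hill fit.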
KDM4E inh: inhibitors of human JMJD2E histone demethylase; Potency, µM (top dose mostly 57.1 µM), for inactives: at the top dose activity change, negative = inhibition, usual class: inhibitors; 230,000 compounds, 1.6% hits; B2RXH2; JMJD2E catalytic domain, FDH-coupled NADH fluorescence (FDH is formaldehyde dehydrogenase); AID 2147; active = well fitted inhibition curve with a large enough effect, not every such curve was filed as active; inconclusive = small, poorly fitted or top-dose-only effect, or another doubt; inactive = no such curve, though single readings can be large or run the other way;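 also: 0% = wells with enzyme and -100% = buffer wells without enzyme; nearly all actives have a fitted effect of over 50% in size; many of its hits are not listed in these tables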
Target sequence (B2RXH2 1-337 limits assumed): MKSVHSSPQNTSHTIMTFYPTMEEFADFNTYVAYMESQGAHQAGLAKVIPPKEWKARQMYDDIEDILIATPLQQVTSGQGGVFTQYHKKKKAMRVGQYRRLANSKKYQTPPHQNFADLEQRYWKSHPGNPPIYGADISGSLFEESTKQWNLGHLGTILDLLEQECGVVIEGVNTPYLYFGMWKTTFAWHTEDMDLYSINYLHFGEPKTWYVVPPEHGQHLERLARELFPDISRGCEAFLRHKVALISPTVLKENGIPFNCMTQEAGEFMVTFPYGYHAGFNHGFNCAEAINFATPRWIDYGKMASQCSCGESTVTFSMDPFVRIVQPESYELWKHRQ
* marks the source's active call; other numbers are inactive results; ? = inconclusive; nt = no result given; & = joins results of further samples; [ ] = another dose, or the depositor's remark. Unless noted, calls follow the shape of the dose curve; as a rule, active = well fitted curve in the direction sought with a large enough effect; inconclusive = small, poorly fitted or top-dose-only effect, or another doubt; inactive = no such curve, though single readings can be large; an effect the other way counts as inactive or inconclusive. Potency is read from the fitted curve at half-maximal effect.

nr	compound	SMN2 splice up	ALDH1A1 block	GLA spleen mod	aGlu spleen mod	GoLoco inh red	GAA glycogen mod	GAA inh	KDM4E inh
1	O=C(N/N=C/C1=C(N2CCOCC2)C(=C\c2ccccc2)/CC1)Nc1ccccc1	-13%	?	5%	10%	76%[activator]	2%	0%	-2%
2	CC(C)NC(=O)CCS(=O)(=O)c1cccc2nonc12	-11%	25µM*	3%	0%	-6%	4%	-5%	2%
3	CCOC(=O)c1c(NC(=O)C2C3CCC(O3)C2C(=O)O)sc2c1CCCC2 (stereo unspecified)	8%	7%	-3%	4%	5%	6%	3%	-12%
4	CCOC(=O)c1ccc2c(c1)N(CC(=O)N1CCCCC1)C(=O)C(C)(C)O2	-11%	-11%	1%	-3%	-8%	5%	2%	1%
5	COc1ccc(N2CCN(Cc3nc4c(c(=O)n(C)c(=O)n4C)n3CC(C)=O)CC2)cc1	-27%	8%	1%	-5%	-5%	1%	1%	-9%
6	O=C(CSc1nnc(CN2CCOCC2)n1-c1ccccc1)N1CCc2ccccc21	?	7.9µM*	-17%	-11%	2%	-11%	-10%	-1%
7	OC1CCC2Cc3ccccc3N=C12 (stereo unspecified)	nt	-9%	-6%	1%	5%	nt	nt	6%
8	Cc1ccc(CSc2nnc(-c3ccco3)o2)cc1	20%	-8%	0%	-1%	5%	1%	2%	-9%
9	O=C(CSc1nnnn1-c1ccc(Cl)cc1)NC(=O)Nc1ccc2c(c1)OCCO2	?	-1%	-8%	-6%	12%	2%	1%	7%
10	COc1cccc(C2NC(=O)NC(C)=C2C(=O)Nc2ccccc2C)c1 (stereo unspecified)	-1%	12%	10%	-8%	2%	4%	-10%	5%
11	Cc1cc(C(=O)Nc2ccc(N3CCCCC3)cc2)no1	nt	-4%	-8%	2%	27%	-3%	-11%	-20%
12	CCOC(=O)N1CCN(C(=O)Nc2sc3nc4n(c(=O)c3c2C)CCC(C)CC4)CC1 (stereo unspecified)	25%	13µM*	5%	-4%	5%	32µM*	-10%	-1%
13	CCc1cc(C(=O)N2CCCC(C(=O)c3cccc4ccccc34)C2)n(C)n1 (stereo unspecified)	nt	-1%	0%	1%	10%	-19%	-1%	-2%
14	Cc1ccc2c(c1)C1CN(C)CCC1N2C(=O)COc1ccc(N(C)S(=O)(=O)c2cccs2)cc1 (stereo unspecified)	nt	nt	5%	2%	2%	3%	nt	1%
15	COc1ccc(/C=C2\SC(=S)N(CC3CCCO3)C2=O)cc1 (stereo unspecified)	nt	nt	1%	-3%	59%[activator]	1%	nt	-5%
16	CCC(CO)n1cnnc1-c1ccncc1 (stereo unspecified)	-2%	11%	21%	-7%	-7%	3%	9%	-5%
17	CC(C)Cn1c(N)c(C(=O)COC(=O)c2cccc(Cl)c2)c(=O)n(C)c1=O	-26%	-5%	-5%	2%	3%	-2%	?	-5%
18	CCn1c(N2CCN(S(=O)(=O)CC)CC2)nc2ccccc21	-2%	7%	-2%	0%	4%	-7%	1%	-7%
19	CCOC(=O)CSc1[nH]c(=O)cc(C)c1C#N	17%	5%	-3%	-5%	2%	4%	-1%	0%
20	Cc1cccc(CNc2nc(-c3ccc4c(c3)OCO4)nc3ccccc23)c1	nt	?	1%	4%	1%	nt	nt	nt
21	COc1ccccc1[C@H]1C(c2cccc(Cl)c2)=NN(c2ccccc2)[C@@H]1CO	nt	?	?	?	11%	nt	nt	nt
22	CN(C)S(=O)(=O)c1ccc(C(=O)Nc2nc(-c3cc4ccccc4o3)cs2)cc1	-31%[inhibitor]	15%	5%	1%	-10%	-2%	-2%	?
23	COCc1c(C#N)c(NCc2cc(OC)c(OC)c(OC)c2)nc(C)c1[N+](=O)[O-]	nt	nt	9%	1%	-2%	-1%	nt	-10%
24	Cc1ccc(S(=O)(=O)CCC(=O)Nc2ccc3nc(C)sc3c2)cc1	-23%	-9%	-2%	-8%	-3%	-5%	-2%	-2%
25	COc1cc(NC(=O)Cn2c(C)cc3ccccc3c2=O)cc(OC)c1OC	0%&-11%	?	9%	5%	5%	-13%[76.3 µM]	2%	?
26	CN1CCN(C(=O)c2cc3c(s2)-c2ccccc2S(=O)(=O)C3)CC1	6%	4%	6%	2%	1%	6%	-1%	-24%
27	Cc1ccc(NC(=O)c2ccc(C(C)(C)C)cc2)cc1-n1cnnn1	nt	0%	-3%	-5%	17%	16%	11%	1%
28	C/C=C/C(=O)Nc1cccc(C2=NOC3(C2)C[C@H](C(N)=O)N(C(=O)/C=C/C)C3)c1 (stereo partly specified)	nt	nt	6%	3%	4%	5%	nt	1%
29	COc1ccc(/C=C/c2cc(C(F)(F)F)[nH]c(=O)n2)cc1OC	nt	?	0%	-1%	22%	8%	?	?
30	CCn1c(NCc2ccccn2)nc2ccccc21	16%	?	-9%	-2%	-1%	-6%	2%	0%
31	CCOC(=O)c1c(C)[nH]c(C(=O)OCCOc2ccccc2C)c1C	3.5µM*	4%	-1%	-2%	-3%	2%	-4%	3%
32	CC1=C(C#N)c2nc(N)c(C#N)c(C)c2/C1=C\c1ccc(OCC(=O)O)c(Cl)c1	nt	nt	6%	2%	112%[activator]	-18%	nt	?
33	CCOC(=O)c1c(CN(CC)CC)oc2ccc(OC)cc12	-10%	-5%	-1%	-3%	6%	1%	0%	?
34	Cc1cc(C(=O)NNC2CC(=O)N(c3ccc4ccccc4c3)C2=O)c(C)o1 (stereo unspecified)	11%	-8%	-1%	-7%	7%	-13%	-5%	3%
35	O=C(Nc1nnc(C2COc3ccccc3O2)o1)c1ccc(F)cc1 (stereo unspecified)	-49%[inhibitor]	2%	-1%	0%	2%	-1%	-2%	?
36	CCCc1nc2oc3cc(OC)ccc3c(=O)c2c(=O)n1Cc1ccco1	-1%	?	5%	-8%	52%[activator]	3%	2%	-17%
37	COc1ccc(Cl)cc1C(=O)NNC(=O)CN1C(=O)C2CC=CCC2C1=O (stereo unspecified)	24%	5%	-3%	3%	3%	6%	14%	10%
38	O=C(COc1ccccc1)N1CCN=C1SCc1cccc(F)c1	nt	nt	6%	2%	2%	-14%	nt	1%
39	CC1CC(C)CN(c2ncnc3c2cnn3-c2ccc(Cl)cc2)C1 (stereo unspecified)	-81%[inhibitor]	?	-21%	-4%	3%	0%	1%	0%
40	CCOC(=O)C1CCCN(C(=O)CCC(=O)Nc2ccc3nc(N4CCOCC4)cc(C)c3c2)C1 (stereo unspecified)	nt	7%	?	?	nt	6%	-3%	-3%
41	COc1ccc([N+](=O)[O-])cc1NC(=S)NC(NC(=O)C(c1ccccc1)c1ccccc1)C(Cl)(Cl)Cl (stereo unspecified)	-32%[inhibitor]	20µM*	10%	5%	40%[activator]	4%	-9%	2%
42	Cc1nc2cnc(Nc3ccccc3)nc2n(Cc2ccc(F)cc2)c1=O	nt	0%	-17%	3%	90%[activator]	nt	nt	nt
43	CN(CCNC(=O)c1cn(C)c2ccc(S(=O)(=O)N3CCCC3)cc2c1=O)CCc1ccccc1	-13%	32µM*	8%	-3%	2%	0%	0%	2%
44	CN(C)S(=O)(=O)c1ccc(C(=O)OCc2ccc(C#N)cc2)cc1	15%	-12%	0%	-1%	10%	-2%	4%	2%
45	CC(=O)N(c1cccc(Cl)c1)c1nc(C)cc(C)c1C#N	nt	nt	0%	6%	-3%	2%	nt	4%
46	O=C(NCc1cccnc1)c1sc2cc(Cl)ccc2c1Cl	-6%	2%	1%	2%	8%	2%	13%	2%
47	CCCCC[C@H](O)CC[C@H]1[C@H](O)CC(=O)[C@@H]1CCCCCCC(=O)O	10%&11%	6%&-2%	-1%&-4%	-4%&-2%	-1%&2%	nt	nt	4%
48	CCC12CSc3nc(Cl)ccc3N1C(=O)C(=O)N2C (stereo unspecified)	nt	nt	4%	-4%	0%	4%	nt	-10%
49	CC(=O)OCC(=O)c1ccc2ccn(C(C)=O)c2c1	-14%	?	2%	1%	-1%	-2%	-8%	?
50	COc1ccccc1-c1ccc(=O)n(CC(=O)NC2CCc3ccccc32)n1 (stereo unspecified)	nt	-2%	-1%	2%	8%	-13%	1%	9%
51	CCOC(=O)c1ccc(NC(=S)NCCCN2CCCCC2)cc1	-7%	-15%	5%	-11%	-1%	0%	10%	6%
52	CCOc1ccc(CCNC(=O)CN2CCN(Cc3ccccc3F)C2=O)cc1OCC	-6%	-4%	5%	-6%	11%	4%	-13%	15%
53	CN(C)S(=O)(=O)c1cccc(C(=O)OCC(=O)c2c(N)n(C)c(=O)n(C)c2=O)c1	-17%	-8%	2%	3%	-8%	3%	-5%	-23%
54	CC1Cc2ccccc2N1C(=O)/C=C/c1cccc(F)c1 (stereo unspecified)	11µM*	-14%	9%	-1%	-6%	-4%	3%	-3%
55	Cc1ccc(C(=O)ONc2ccc(N=NC(=O)c3ccccc3O)cc2)cc1	-42%[inhibitor]	?	4%	-1%	7%	15%	-14%	?
56	CC1CN(C)C(C)CC1NCc1ccc2c(c1)OCO2 (stereo unspecified)	-7%	7%	0%	-3%	-2%	4%	3%	10%
57	O=S(=O)(c1ccccc1C(F)(F)F)N1C=CC(C(F)(F)F)=NCC1	nt	0%	-1%	-4%	13%	4%	-1%	-1%
58	CCCCCCn1c(N2CCN(c3cccc(Cl)c3)CC2)nc2c1c(=O)[nH]c(=O)n2C	-6%	-13%	-20%	1%	3%	-1%	-4%	-5%

This is a subset; rates above refer to the full screens.
